Assay outcomes deposited in PubChem BioAssay by National Center for Advancing Translational Sciences (NCATS).
TbPYK inhibitor: inhibitors of Trypanosoma brucei pyruvate kinase; Q57TT1; TbPYK enzyme, Kinase-Glo Plus ATP luminescence, 45 min; Potency, µM (titrated, usually from 76.8 µM), inactives show at the highest dose activity, negative = inhibition, usual class: inhibitors; 410,000 tested, 0.12% active; also: potency is read from the fitted curve at half-maximal effect; % is scaled to controls: 0 for no effect and ±100 for the full control effect; nearly all actives have a fitted effect of over 50% in size
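Quantitative HTS: titrated library compounds versus trypanosomal pyruvate kinase in TEA buffer (pH 7.2) containing KCl, MgCl2, BSA and Tween-20. Reactions were initiated with ADP, 130 uM final. Kinase-Glo Plus luminescence was read after 45 min at RT.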
HCV inhibitor: blocks hepatitis C virus; 340,000 tested, 3.4% active; Huh7.5.1 HCVcc-Cre infection, luciferase reporter, 44 h; Potency, µM (series often up to 41.8 µM), inactives show top-dose activity change, negative = inhibition, actives largely listed as inhibitors; also: potency is read from the fitted curve at half-maximal effect; % is scaled to controls: 0 for no effect and ±100 for the full control effect
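Whole-lifecycle infectious HCVcc-Cre system; cells 1,000/well, compound then virus (~0.5 moi) added 4 h after plating, 44 h culture. Luciferase read 15 sec following 15 min substrate incubation, room temp.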
Pf growth 48h: P. falciparum growth inhibition at 48 hours (one generation). AID 504832. P. falciparum luciferase growth in erythrocytes, 48 h. Potency, µM (highest dose often 28.7 µM), for inactives: at the top dose activity change, negative = inhibition, actives largely listed as inhibitors. 310,000 tested, 5.9% active; also: potency is read from the fitted curve at half-maximal effect; % is scaled to controls: 0 for no effect and ±100 for the full control effect
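Firefly luciferase activity from engineered P. falciparum reports growth; inhibitors lower the luminescent signal. Cultures contained 2% hematocrit erythrocytes at 0.1% final parasitemia.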
LmPK inhibitor: LmPK (Leishmania mexicana) enzyme inhibition. Q27686. purified LmPK, Kinase-Glo ATP luminescence, 1 h. Potency, µM (series often up to 57.5 µM), for inactives: at the top dose activity change, negative = inhibition, hits mostly inhibitors. 290,000 tested, 0.37% active; also: potency is read from the fitted curve at half-maximal effect; % is scaled to controls: 0 for no effect and ±100 for the full control effect
Target sequence (Q27686 whole entry, looked up): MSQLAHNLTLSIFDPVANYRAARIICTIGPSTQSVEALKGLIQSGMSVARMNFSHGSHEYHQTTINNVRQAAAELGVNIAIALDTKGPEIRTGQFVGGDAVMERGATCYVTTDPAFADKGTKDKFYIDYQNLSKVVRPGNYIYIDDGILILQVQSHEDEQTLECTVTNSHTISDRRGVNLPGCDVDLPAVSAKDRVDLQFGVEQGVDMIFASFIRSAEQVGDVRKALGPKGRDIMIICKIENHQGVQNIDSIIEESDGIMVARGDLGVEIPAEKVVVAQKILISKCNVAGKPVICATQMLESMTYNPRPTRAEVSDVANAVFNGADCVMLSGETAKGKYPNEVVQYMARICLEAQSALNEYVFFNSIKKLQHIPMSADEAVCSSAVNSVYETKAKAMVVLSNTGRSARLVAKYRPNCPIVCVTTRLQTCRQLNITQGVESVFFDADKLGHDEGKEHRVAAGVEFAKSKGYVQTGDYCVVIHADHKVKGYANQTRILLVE
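Screened at intermediate enzyme activity to detect both inhibitors and activators: LmPK at 0.1 nM, with a 0.5 nM enzyme column as activation reference. PEP 0.5 mM, ADP 0.1 mM; ATP detected by luminescence after 1 h.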
Pf growth 96h: P. falciparum growth inhibition at 96 hours | P. falciparum luciferase reporter growth, 96 h | Potency, µM (titrated, usually from 28.7 µM), without a hit: at the top dose activity change, negative = inhibition, most hits filed as inhibitors | 320,000 tested, 6.9% active | AID 504834; also: potency is read from the fitted curve at half-maximal effect; % is scaled to controls: 0 for no effect and ±100 for the full control effect
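P. falciparum expressing integrated firefly luciferase, in erythrocytes at 2% hematocrit, 0.05% parasitemia, incubated with compounds 96 h at 37 C, 5% CO2. Growth inhibition read as loss of luminescence; two-generation exposure targets delayed-death apicoplast inhibitors.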
Shiga toxin inh: Shiga toxin inhibition; inhibition, % at 38.7 µM; Vero cells, Shiga toxin protein synthesis inhibition reporter; 290,000 tested, 9.2% active; AID 2315; in the data active = inhibition mostly above about 28%, no sharp cut-off; inactive = mostly below about 43%; also: 0% is about no effect
Cycloheximide cs: affects cycloheximide protein synthesis inhibition readout, counter-screen. AID 2314. 300,000 tested, 12% active. cell reporter, cycloheximide protein synthesis inhibition counterscreen. max response, %; in the data active = max response mostly above about 13%, no sharp cut-off; inactive = mostly below about 14%; also: read at 38.3 µM for the half of the compounds with a filed dose; 0% is about no effect
Numbers without * were called inactive; ? = inconclusive; nt = not tested or not shown; & = joins results of further samples; [ ] = dose if it differs, or a comment. Unless noted, calls follow the shape of the dose curve; as a rule, active = well fitted curve in the direction sought with a large enough effect; inconclusive = small, poorly fitted or top-dose-only effect, or another doubt; inactive = no such curve, though single readings can be large; an effect the other way counts as inactive or inconclusive.

The opening 3 entries (preview)
SMILES | TbPYK inhibitor | HCV inhibitor | Pf growth 48h | LmPK inhibitor | Pf growth 96h | Shiga toxin inh | Cycloheximide cs
CCc1ccc(-c2cc(-c3n[nH]c(=S)n3CC)c3ccccc3n2)cc1 | nt | -3% | ? | 3% | 2.9µM* | 41* | 32*
CCCCC(CC)CNC(=O)C(=O)C1C(=O)Nc2ccccc21 (configuration not stated) | 0% | 11% | 27% | 8% | -10% | 25 | 15
COc1ccc(/C=N\NC(=O)c2ccccc2Br)cc1COc1ccccc1 | -14% | 14µM* | 9% | -7% | -20% | -21 | -1

This part in full, from the first entry:
SMILES | TbPYK inhibitor | HCV inhibitor | Pf growth 48h | LmPK inhibitor | Pf growth 96h | Shiga toxin inh | Cycloheximide cs
CCc1ccc(-c2cc(-c3n[nH]c(=S)n3CC)c3ccccc3n2)cc1 | nt | -3% | ? | 3% | 2.9µM* | 41* | 32*
CCCCC(CC)CNC(=O)C(=O)C1C(=O)Nc2ccccc21 (configuration not stated) | 0% | 11% | 27% | 8% | -10% | 25 | 15
COc1ccc(/C=N\NC(=O)c2ccccc2Br)cc1COc1ccccc1 | -14% | 14µM* | 9% | -7% | -20% | -21 | -1
CC1CCN(S(=O)(=O)c2cccc(C(=O)N3CCN(c4ccc(F)cc4)CC3)c2)CC1 | 1% | ? | ? | 9% | ? | 38 | 2
COc1ccc(C2(O)CCN(CC(=O)Nc3nccs3)CC2)c(OC)c1 | 0% | ? | 13% | -1% | -10% | 16 | -3
C=C1CCC[C@]2(C)C[C@H]3OC(=O)C(CNC(C)CC)[C@H]3CC12 (some centres not stated) | 3% | 4% | ? | 0% | ? | -16 | -6
Cc1ccc2nc(NC(=O)CSCC(=O)OCC(=O)c3ccccc3)sc2c1 | -2% | 2% | ? | 2% | ? | 15 | 18*
O=[N+]([O-])c1ccc(NCCCO)c(S(=O)(=O)N2CCOCC2)c1 | 1% | 13% | 11% | -4% | -2% | 3 | 16
O=C(c1cnn2c(C(F)(F)F)cc(-c3ccc4c(c3)OCO4)nc12)N1CCCCC1 | -4% | ? | 0% | 8% | 8.3µM* | 3 | -4
O=C(NCc1ccco1)c1ccc(CS(=O)(=O)Cc2ccc(F)cc2)o1 | -3% | -10% | -4% | 0% | 8.3µM* | -5 | 2
COc1ccc(C(=O)N/C(=C\c2cccc3ccccc23)C(=O)N2CCN(C)CC2)cc1 | -4% | -13% | ? | nt | ? | nt | nt
CCC(Oc1ccc(C)cc1)C(=O)Nc1ccc(S(=O)(=O)Nc2nccs2)cc1 (configuration not stated) | -5% | ? | -2% | -1% | 18% | -4 | -2

Two compounds picked at random from those above:
SMILES | TbPYK inhibitor | HCV inhibitor | Pf growth 48h | LmPK inhibitor | Pf growth 96h | Shiga toxin inh | Cycloheximide cs
O=[N+]([O-])c1ccc(NCCCO)c(S(=O)(=O)N2CCOCC2)c1 | 1% | 13% | 11% | -4% | -2% | 3 | 16
CCCCC(CC)CNC(=O)C(=O)C1C(=O)Nc2ccccc21 (configuration not stated) | 0% | 11% | 27% | 8% | -10% | 25 | 15

Following part:
SMILES | TbPYK inhibitor | HCV inhibitor | Pf growth 48h | LmPK inhibitor | Pf growth 96h | Shiga toxin inh | Cycloheximide cs
CCCC(=O)C1=C(N2CCCC2)CC(C)(C)C(C(=O)OC)C1=O (configuration not stated) | -4% | 27% | ? | 2% | -1% | 2 | 4
Cc1nn(Cc2c(Cl)cccc2Cl)c(Cl)c1/C=N/NC(=O)c1cccnc1 | -2% | ? | ? | -3% | ? | 41* | 16*
COc1ccccc1Oc1ccnc2cc(Cl)ccc12 | 8% | 0% | ? | -1% | ? | -8 | 1
CCCCOC(=O)CSc1nc2c(c(=O)[nH]c(=O)n2C)n1C/C=C(\C)Cl | 3% | 15% | 1% | -1% | -29% | 3 | 5
CCC(C)N1C(=O)/C(=C/c2ccc3c(c2)CCN3CCCCl)C(=O)NC1=S (configuration not stated) | ? | 4% | 28% | -22% | 31%[activator] | -7 | 0
CCc1ccc(-c2nc(CSCC(=O)NC3CC3)c(C)o2)cc1 | -3% | ? | ? | -11% | 32%[activator] | 18 | 33
CC(=O)N1CCN(Cc2nc3cc(NC(=O)c4cccs4)ccc3n2C)CC1 | 0% | -11% | -11% | 6% | 6% | -7 | 1
Cc1noc(C)c1CSCC(=O)N(C)CC(=O)Nc1cccc(F)c1 | 6% | -19% | -3% | -2% | 15% | -10 | 1
CCN(CCCNC(=O)CC(C(=O)N1CCc2ccccc21)n1ccnc1)c1ccccc1 (configuration not stated) | -4% | ? | ? | 0% | 17% | 18 | 1
COc1ccc(-c2noc(CCCC(=O)NC3CCCC3)n2)cc1 | 2% | 13µM* | ? | -3% | 1% | -4 | -1
Cn1c(=N)c(S(=O)(=O)c2ccc(F)cc2)cc2c(=O)n3ccccc3nc21 | -7% | 10% | 1% | 1% | -2% | -10 | -2
S=C(NCCC(c1ccccc1)c1ccccc1)Nc1ccc(Cl)cc1 | 1% | ? | 0% | 3% | 42%[activator] | 1 | -1
Cc1ccc(C)c(NC(=S)N(C)C)c1 | 3% | -13% | 14% | -3% | -1% | 1 | -2
Cc1cccc(C)c1OCC(=O)Nc1ccc2c(c1)OCCO2 | 0% | -25% | 27% | -9% | 12µM* | 82* | 26
O=C(COC(=O)Cc1ccc(Br)cc1)Nc1c(F)c(F)c(F)c(F)c1F | -2% | -1% | 5% | 1% | 7% | -8 | 0
O=C1CC(N2CCC(O)CC2)C(=O)N1c1ccc(Br)cc1 (configuration not stated) | -6% | 1% | 12% | 0% | -21% | 26 | -2
Cn1c(SCc2ccccc2)nnc1-c1c[nH]c2ccccc12 | -1% | -6% | -17% | -5% | -15% | 48* | 21*
Cc1ccc(C(=O)N2CCN(c3ccc(NC(=S)NC(=O)Cc4ccccc4)cc3)CC2)cc1 | -13% | ? | ? | 0% | ? | -15 | 1
Cc1cccc(C(=O)Oc2ccc(/C=N/NC(=O)Cc3ccc([N+](=O)[O-])cc3)cc2)c1 | 1% | 5% | 17% | -2% | 13% | -9 | 12
Cc1ccc(N(C(=O)c2csnn2)C(C(=O)NC2CCCCC2)c2ccco2)cc1 (configuration not stated) | 1% | -9% | ? | -5% | 23% | -3 | -2
COc1ccccc1OCC(=O)N1CCN(C(=O)COc2ccccc2OC)CC1 | 1% | 13% | ? | -1% | -23% | 1 | -6
O=C1NC2(CCCCC2)C(=O)N1CCS(=O)(=O)Oc1ccccc1 | 4% | ? | nt | 10% | -5% | -4 | -2
CCC1C(=O)CC(c2ccc([N+](=O)[O-])cc2)NC1c1ccc([N+](=O)[O-])cc1 (configuration not stated) | 4% | -3% | 13µM* | 7% | 26% | -15 | 1
Clc1ccc(CSc2nnnn2-c2ccc3c(c2)OCO3)c(Cl)c1 | 7% | -11% | ? | -6% | nt | 13 | -3
O=C(NCC1CCCO1)c1cc2n(n1)C(C(F)(F)F)CC(c1ccc(F)cc1)N2 (configuration not stated) | -6% | ? | ? | 3% | 8% | -2 | 4
O=C1CC(N2CCN(c3ccccc3)CC2)C(=O)N1c1ccc2c(c1)OCO2 (configuration not stated) | 4% | 15% | 16% | -1% | 380%[activator] | -8 | -2
Oc1ccc(Cl)cc1/C=N/c1nc2ccccc2[nH]1 | 2% | nt | 1% | -13% | nt | 26 | 23
COc1ccccc1-n1c(SCC(=O)O)nc2c(sc(=S)n2-c2ccc(C)c(C)c2)c1=O | -6% | 12% | -2% | -8% | ? | -16 | -2
COc1ccc(CN2C(=O)CS/C2=N/N=C/c2ccccc2)cc1 | 1% | 13µM* | -2% | -1% | 11% | -8 | -3
Cc1ccc(-n2ncc3c2CC(C)(C)CC3NC(=O)C2CCOCC2)cc1 (configuration not stated) | 4% | 12% | -8% | -5% | -1% | -4 | -2
O=[N+]([O-])c1ccc(N2CCN(Cc3ccccc3)CC2)c(S(=O)(=O)N2CCOCC2)c1 | -2% | -21% | ? | 4% | -42% | -15 | -4
COCCCNS(=O)(=O)c1ccc(C)cc1 | 0% | -7% | -1% | -1% | 4% | -10 | -3
CCOc1ccc(NC(=O)n2ncc3c(C)cccc32)cc1 | -1% | -12% | 178%[activator] | -6% | 1% | 48* | 30*
Cc1cc(=O)n2nc(N3CCCC(C(=O)NC4CCCCC4C)C3)sc2n1 (configuration not stated) | -6% | 10% | -9% | 1% | -10% | 2 | 8
CC(=O)c1ccc(NC(=S)NNC(=O)c2ccncc2)cc1 | -30% | 20% | 22% | -7% | -26% | 18 | 16*
NNc1nc2c(-c3ccc(F)cc3)nnn2c2ccccc12 | -9% | ? | -89% | -10% | 34%[activator] | 130* | 51*
CCOC(=O)C1CCCN(C(c2ccccn2)c2c(C)[nH]c3ccccc23)C1 (configuration not stated) | 0% | 22% | 10% | 14% | ? | -5 | 9
CCc1ccc(C2C(C(=O)O)c3ccccc3C(=O)N2C)cc1 (configuration not stated) | 3% | 11% | 11% | 4% | nt | -16 | -3
OC(COc1ccc2ccccc2c1)Cn1cncn1 (configuration not stated) | 4% | 10% | 35%[activator] | 4% | 104%[activator] | 11 | 9
Cc1ccccc1C(=O)Nc1c2c(nc3ccccc13)CCCC2 | -8% | 15% | -3% | 5% | ? | -4 | -3
CCSC1=NCCN1C(=O)c1c(-c2ccccc2Cl)noc1C | -9% | 2% | -12% | -1% | 13% | -1 | -1
CCOc1ccc(NC(C)=O)cc1 | -9%&0% | 14% | 16%&3% | -5% | 39%&10%[activator] | -1 | 2
CC1CCN(c2nc(/C=C/c3ccccc3)nc3ccccc23)CC1 | -6% | ? | ? | 0% | 0% | 13 | 9
CCOc1ccc2c(c1)c(C(C)=O)c(C)n2Cc1ccco1 | 1% | ? | -3% | -3% | 4% | -10 | -3
COc1ccccc1/C=C/C=N/NC(=O)c1ccco1 | 7% | -6% | 12µM* | -15% | ? | 78* | 32*
Cc1ccc(C(=O)N/N=C/c2sc(=O)n(Cc3cccc(C(=O)O)c3)c2Cl)cc1 | -10% | 4% | 14% | -3% | 0% | 20 | 2
O=C(c1ccco1)N1CCN(Cc2nc(Cc3ccccc3)no2)CC1 | 0% | -13% | -18% | 8% | 16% | 9 | 8
O=C(Nc1nnc(SCCC2OCCO2)s1)C1CC(=O)N(c2ccccc2)C1 (configuration not stated) | -2% | 13% | -14% | 1% | ? | -8 | -2
O=C(COc1ccccc1)Nc1nc(-c2cccs2)cs1 | -6% | -14% | 2% | 3% | 19% | 51 | -2
COc1ccc2oc(C(=O)OCC(=O)Nc3cccc(S(=O)(=O)N4CCOCC4)c3)c(C)c2c1 | -1% | ? | -18% | nt | ? | nt | nt
Cc1nc(-c2ccc(S(=O)(=O)Nc3ccc(Br)cc3Cl)s2)cs1 | -12% | -3% | 14% | 9% | 24% | 6 | 0
Cc1nn2cnc3sc4c(c3c2nc1=O)CCCC4 | -3% | -2% | -17% | 5% | ? | 4 | -2
Cc1csc(NC(=O)C2CCCN2C(=O)Oc2ccccc2)n1 (configuration not stated) | -4% | 4% | 5% | -3% | 122%[activator] | -8 | -2
Cc1ccc(C2SCC(C(=O)O)N2C(=O)c2ccc(F)cc2)cc1 (configuration not stated) | 11% | 9% | -1% | -1% | -3% | -10 | -2

Not a hit list; any-hit rate near 24%.
